NSD2 inh = NSD2 histone methyltransferase inhibitors, primary screen, biochemical, AlphaScreen, single concentration, set 2; Histone-lysine N-methyltransferase NSD2 (Homo sapiens), O96028; NSD2 peptide methylation, 120 min; inhibition, % at 12.5 µM; 310,000 tested, 0.54% active; in the data active means inhibition above about 50%
DAGLB inh = DAGLB lipase inhibitors, primary screen, biochemical, fluorescence, HTS. 340,000 tested, 0.059% active. Diacylglycerol lipase-beta (Homo sapiens), Q8NCG7. HEK293T DAGLB membrane lysate, EnzChek fluorogenic substrate. inhibition, % at 5.17 µM; in the data active means inhibition above about 34%;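 further: 0% = enzyme with vehicle and 100% = wells lacking enzyme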
LANA DNA inh = inhibitors of KSHV C-LANA binding to DNA, primary screen, biochemical, fluorescence polarization, FAM-LBS DNA, MBP-C-LANA, single point; Kaposi's sarcoma herpesvirus LANA C-terminal domain (residues 932-1162) DNA binding; AID 504423, 2011; inhibition, % at 9 µM; 340,000 tested, 0.078% active;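 active means highest replicate inhibition at or above 60% at 9 µM, even if other replicates fall short; inactive means all replicates below 60% inhibition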;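 further: 0% = neutral control wells and 100% = 4 µM acridine orange control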
Arrestin-AP2 inh = inhibitors of beta-arrestin/AP2 binding, primary screen, biochemical, GPCR trafficking, flow cytometry. FITC-arrestin peptide / GST-AP2 beads; AP2 beta2 appendage carries R879A mutation. inhibition, % at 10 µM. 340,000 tested, 0.31% active;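 active means inhibition above a set limit, near 3 SD of compounds lacking own fluorescence, cut at about 54% in these data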;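 further: plate controls were DMSO wells for no effect and 5 µM unlabelled arrestin peptide for full effect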
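Assay system: GST-AP2 R879A bound to glutathione beads, E. coli-expressed; Medium: PBS with 0.05% Tween 20 and 0.1% BSA; Also added: fluorescein-tagged arrestin peptide at 50 nM final; Timing: 12 min plus 1 h, RT; Measured by: flow cytometry, FL1 (488/535 nm); Evaluation: percent drop in bead-associated FITC signal.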
SR-BI uptake up = activators of SR-BI mediated DiI-HDL uptake, primary screen, ldlA[mSR-BI] CHO cells, DiI fluorescence; 3 h; 100 = double the neutral-control signal; activation, % at 12.5 µM; 320,000 tested, 0.096% active;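 active means mean replicate activation of at least 60% and every replicate at or above 60%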;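 further: 0% = median plate neutral-control signal and 100% = twice that signal; values of inactives mirror those of a sister screen read the other way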
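Test system: SR-BI-overexpressing, LDLR-lacking CHO cells; Medium: Ham's F12 with 0.5% BSA, HEPES 25 mM, pH 7.4; Schedule: 3 h, 37 °C; Technique: bottom-read fluorescence, 550/595 nm.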
PvdQ inh = P. aeruginosa PvdQ acylase inhibitors, primary screen, biochemical, fluorescence, plate reader and imaging, single point; inhibition, % at 10 µM; purified PvdQ acylase; PvdQ acylase [Pseudomonas aeruginosa LESB58]; AID 488965, 2010; 340,000 tested, 0.063% active; in the data active means inhibition above about 30%, passing the limit was not always enough;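 further: 0% = vehicle neutral wells and 100% = reference inhibitor wells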
SR-BI DiI inh = inhibitors of SR-BI mediated HDL lipid uptake, primary screen, ldlA[mSR-BI] cells, fluorescence, single point | ldlA[mSR-BI] CHO cells, DiI-HDL uptake fluorescence, 3 h | 320,000 tested, 0.96% active | inhibition, % at 12.5 µM | Scavenger receptor class B member 1 (Mus musculus), Q61009;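 active means mean replicate inhibition of at least 70% and a set share of replicates each scoring 70 or more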;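 further: 0% = median of neutral control wells and 100% = median of positive control wells; values of inactives mirror those of a sister screen read the other way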
Target sequence (Q61009 whole entry, looked up): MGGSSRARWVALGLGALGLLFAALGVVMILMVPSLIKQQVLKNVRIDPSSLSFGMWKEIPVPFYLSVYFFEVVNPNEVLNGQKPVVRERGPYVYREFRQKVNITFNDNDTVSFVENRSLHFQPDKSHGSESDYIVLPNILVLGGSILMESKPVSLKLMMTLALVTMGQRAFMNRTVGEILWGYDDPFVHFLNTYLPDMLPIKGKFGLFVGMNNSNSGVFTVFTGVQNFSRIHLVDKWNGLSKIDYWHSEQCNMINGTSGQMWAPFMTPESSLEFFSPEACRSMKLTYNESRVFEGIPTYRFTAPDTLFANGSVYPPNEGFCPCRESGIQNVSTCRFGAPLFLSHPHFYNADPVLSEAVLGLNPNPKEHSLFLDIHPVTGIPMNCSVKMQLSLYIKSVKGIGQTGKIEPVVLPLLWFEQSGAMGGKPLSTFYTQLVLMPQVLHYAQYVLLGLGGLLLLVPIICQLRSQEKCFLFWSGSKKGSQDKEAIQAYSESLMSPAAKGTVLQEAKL
Cardiac RTF inh = cardiac RTF calcium sensitivity inhibitors, primary screen, biochemical, IANBD-TnC fluorescence, EC70 calcium. IANBD-labeled cardiac RTF, Ca2+ fluorescence. Troponin I, cardiac muscle (Homo sapiens) + Troponin T, cardiac muscle (Homo sapiens) + …. inhibition, % at 7.15 µM. 340,000 tested, 0.12% active;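 active means inhibition above the mean inhibition of all tested compounds plus 3 SD, cut at about 17% in these data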;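 further: assay run at fixed EC70 calcium of 1.6 mM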
Keap1-Nrf2 PPI = Keap1-Nrf2 protein-protein interaction inhibitors, primary screen, biochemical, fluorescence polarization, single point | 340,000 tested, 0.15% active | inhibition, % at 9.4 µM | Kelch-like ECH-associated protein 1 (Homo sapiens), Q14145 | Keap1 Kelch-Nrf2 peptide fluorescence polarization, 1536-well; in the data active means inhibition above about 12%;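 further: human Keap1 Kelch domain with fluorescein labeled Nrf2 9mer peptide probe; 0% = neutral control wells and 100% = peptide positive control; higher means more block of Keap1 binding to Nrf2 peptide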
PKA-R2B act = activators of PKA-R2B holoenzyme, primary screen, biochemical, fluorescence polarization, Cy5-IP20, human | 340,000 tested, 0.079% active | cAMP-dependent protein kinase catalytic subunit beta (Homo sapiens) + cAMP-dependent … | activation, % at 11.4 µM | PKA-R2B holoenzyme dissociation; R2B truncated from residue 108, S112A mutant; 0% DMSO only, 100% 113 µM cGMP | AID 504700, 2011;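 active means activation above a cutoff set at the mean over all compounds plus 3 SD, cut at about 18% in these data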;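 further: higher means more holoenzyme dissociation and a rise in polarization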
Target sequence (P31323 whole entry, looked up, other chains not shown, the tested form may be a part): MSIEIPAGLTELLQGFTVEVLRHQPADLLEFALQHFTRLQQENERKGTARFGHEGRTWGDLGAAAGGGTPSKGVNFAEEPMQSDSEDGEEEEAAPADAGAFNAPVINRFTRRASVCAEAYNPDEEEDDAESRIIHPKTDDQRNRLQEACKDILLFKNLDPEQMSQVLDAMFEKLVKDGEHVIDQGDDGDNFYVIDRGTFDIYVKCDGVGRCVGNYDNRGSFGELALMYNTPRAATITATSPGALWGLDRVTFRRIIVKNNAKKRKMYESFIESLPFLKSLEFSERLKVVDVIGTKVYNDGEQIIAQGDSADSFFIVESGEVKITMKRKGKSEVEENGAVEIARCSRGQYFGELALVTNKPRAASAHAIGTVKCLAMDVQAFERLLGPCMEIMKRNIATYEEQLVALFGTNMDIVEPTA
Numbers without * were called inactive; · = not tested or not shown. Rows are unselected (roughly 2.1% active in at least one column).

Keap1-Nrf2 PPI	LANA DNA inh	DAGLB inh	Arrestin-AP2 inh	SR-BI DiI inh	Cardiac RTF inh	PvdQ inh	PKA-R2B act	SR-BI uptake up	NSD2 inh	Compound
-2	-3.0	-3	18	-13	5	16	-3	13	-2	COc1ccc(Cl)cc1C(=O)NCc1ccc2c(c1)OCO2
-4	-1.7	-2	-5	-7	-5	-17	4	7	-5	O=C(O)CCNC(=O)c1ccc(NC(=O)Cc2ccc(Cl)cc2)cc1
-6	2.8	·	12	7	·	6	·	-7	-2	CC(=O)Nc1ccc(S(=O)(=O)Nc2ccc3c(c2)OCCO3)cc1Cl
-1	0.0	0	27	6	-5	-8	-2	-6	-3	C=C(C)C(=O)N1CCN(C(=O)C(=C)C)c2ccccc21
2	-0.6	-2	0	-20	-4	0	-12	20	-2	O=C(O)CCC(=O)N1CCN(c2cccc(Cl)c2)CC1
-3	-1.7	1	12	6	-4	3	-12	-6	-1	C=CCn1c(SC(C)C(=O)Nc2ccc(Cl)cn2)nnc1C1CC1 (configuration not stated)
2	-0.2	14	-2	-13	-1	-1	3	13	10	CC(C)CN(CC(C)C)c1ccc(/C=N/n2cnnc2)cc1[N+](=O)[O-]
-8	0.2	-2	2	-31	-4	6	-3	31	-1	CCOc1ccc(CC(C(=O)NN)C(=O)NN)cc1CN(C)C
-2	-0.2	-6	3	-9	0	1	8	9	1	COc1ccc2nc(N3C(=O)CC(C(C)c4ccccc4)C3=O)sc2c1 (configuration not stated)
-7	0.1	-1	-4	64	-4	-12	-3	-64	-1	COc1ccc(Nc2oc(-c3ccccc3F)nc2C#N)cc1
1	0.5	-5	-7	78*	-7	-11	2	-78	1	Cc1cc(C)c(S(=O)(=O)N2CCN(C(=O)c3c(C)nn(-c4ccccc4)c3Cl)CC2)c(C)c1
3	1.2	1	-1	-29	1	-11	12	29	-2	Cc1cc(=O)[nH]c(-c2ccc(C(F)(F)F)cc2)n1
-1	-1.0	0	20	12	-17	0	-10	-12	34	COc1ccc(C(C)=O)cc1COc1cccnc1[N+](=O)[O-]
-3	-3.5	-6	·	42	-7	-6	1	-42	2	CCNc1nc(CSc2ccccc2)nc2sc(C)c(C)c12
-1	0.6	-1	6	6	-2	-7	-4	-6	6	O=Nc1nc2ncccn2c1-c1ccccc1
-4	3.7	-4	-9	15	-10	-19	7	-15	0	CCCS(=O)(=O)N1CCC(C(=O)N2CCC(Cc3ccccc3)CC2)CC1
0	-1.7	0	4	-2	5	-13	-6	2	2	COc1ccccc1N(C)S(=O)(=O)c1ccc(C(=O)OCC(=O)NCc2cccs2)cc1
-3	-0.9	-2	-2	-33	-17	-6	4	33	1	O=C(COc1cc(O)c2c(=O)c3ccccc3oc2c1)OCc1ccccc1
-3	2.7	1	51	5	-3	-1	0	-5	1	CC1(c2ccccc2)NC(=O)N(CC(=O)Nc2ccc3c(c2)OCO3)C1=O (configuration not stated)
-4	-2.3	0	-7	-27	-6	-15	2	27	0	O=C(CNC(=O)C1CCCCC1)NC1CCCCC1

Structural class: the compounds so far containing a nitro group on carbon.
Keap1-Nrf2 PPI	LANA DNA inh	DAGLB inh	Arrestin-AP2 inh	SR-BI DiI inh	Cardiac RTF inh	PvdQ inh	PKA-R2B act	SR-BI uptake up	NSD2 inh	Compound
2	-0.2	14	-2	-13	-1	-1	3	13	10	CC(C)CN(CC(C)C)c1ccc(/C=N/n2cnnc2)cc1[N+](=O)[O-]
-1	-1.0	0	20	12	-17	0	-10	-12	34	COc1ccc(C(C)=O)cc1COc1cccnc1[N+](=O)[O-]

Continuation.
Keap1-Nrf2 PPI	LANA DNA inh	DAGLB inh	Arrestin-AP2 inh	SR-BI DiI inh	Cardiac RTF inh	PvdQ inh	PKA-R2B act	SR-BI uptake up	NSD2 inh	Compound
-4	-0.5	-2	-10	-11	-8	-13	-4	11	-2	O=C(CCS(=O)(=O)c1ccccc1)NC1CCCC1
-2	-0.4	-2	33	21	-5	9	-1	-21	-1	COc1cc(NC(=O)C2CC(c3ccccc3O)=NO2)c(OC)cc1Cl (configuration not stated)
-1	-0.4	-2	-4	·	-11	-14	-3	·	0	Cc1cccc(C)c1N(CC(=O)NC1CCCCC1)C(=O)c1csnn1
-1	1.1	3	16	5	-6	-3	-4	-5	-1	CCCCc1ccc(NC(=S)N2CCC(O)CC2)cc1
-5	-1.3	-3	19	-17	-3	2	5	17	0	Cc1ccc(S(=O)(=O)NN=C2C3CC4CC(C3)CC2C4)cc1
2	1.1	2	38	30	-8	-4	0	-30	0	O=C(COc1cccc2cccnc12)Nc1cccc(S(=O)(=O)N2CCCC2)c1
4	-0.1	-2	-6	6	0	-6	-3	-6	-1	O=C(Nc1ccc(F)cc1)c1ccccc1S(=O)(=O)c1ccccc1[N+](=O)[O-]
-4	-0.5	-13	8	20	-12	5	-2	-20	-8	Brc1ccc(-c2cnc(-c3cccs3)o2)cc1
2	0.4	-1	6	21	-7	0	-5	-21	·	CCOC(=O)Cc1c(C)nc2c(-c3ccc(OC)cc3)c(C)nn2c1C
-5	-1.2	-1	2	4	12	-4	-15	-4	0	COc1ccc(Cl)cc1NC(=S)Nc1ccccc1F
5	-1.3	-1	0	·	-11	-3	-5	·	0	CC(C(=O)Nc1ccccc1-c1ccccc1)N1CCN(C(=O)c2ccccc2)CC1 (configuration not stated)
-3	2.8	-1	-10	6	-13	-13	-6	-6	-1	Cc1ccc(C(=O)NCCc2ccc(S(=O)(=O)N3CCCC3)cc2)cc1
-2	-1.0	5	4	10	-1	9	4	-10	·	CCN(c1ccc(OCC(=O)OCC(=O)Nc2ccc(F)c(F)c2F)cc1)S(=O)(=O)c1ccccc1
2	0.0	-3	-4	0	-2	-6	-2	0	2	COc1ccccc1CNC(=O)c1ccccc1N
1	-1.5	-4	10	-38	-4	-2	0	38	1	Cc1cccc(NC(=O)CSc2nnc(Cc3ccccc3)o2)c1
-2	0.2	1	-3	23	-4	-9	-2	-23	0	Cc1cccc(OCC(=O)Nc2ccc(CN3CCOCC3)cc2)c1C
2	-1.9	6	19	3	1	-5	0	-3	-3	O=C(/C=C/c1ccco1)Nc1ccc(N2CCCC2)cc1
-6	0.4	1	-2	-13	5	-5	1	13	-4	CC1CCCN(C(=O)C2c3ccccc3C(=O)N3CCc4ccccc4C23)C1 (configuration not stated)
-3	-0.4	1	5	3	-12	-13	5	-3	-3	CCCOc1ccc(-c2nc3c(c(=O)[nH]c(=O)n3Cc3ccccc3)n2CCO)cc1OCC
3	-0.9	-1	14	15	-14	-2	0	-15	2	COc1ccc(C(C)=O)cc1COc1cccc2cccnc12
-3	-1.6	0	9	-19	-9	26	-10	19	0	Fc1cccc(CNCc2ccc3c(c2)OCO3)c1
7	0.5	-1	43	-7	-2	0	-2	7	-3	Cc1ccc(S(=O)(=O)N2CCCCC2)cc1NC(=O)C1CCC1
-5	-0.2	-4	37	0	-4	-2	-14	0	-3	COc1cc(C(=O)NC(C)CCc2ccccc2)cc(OC)c1OC (configuration not stated)
-3	-4.7	3	17	-7	-8	-12	-6	7	9	COc1cccc(C2c3cc4c(cc3OC(C)(N3CCCC3)C2C)OCO4)c1O (configuration not stated)
-2	-1.8	0	-1	0	3	-10	-3	0	0	COc1ccc(NS(=O)(=O)c2ccc(C)c(C(=O)NCC(c3cccs3)N3CCOCC3)c2)cc1 (configuration not stated)
-3	1.7	-1	9	-49	-6	-17	-3	49	1	COc1ccccc1NC(=O)C/C(N)=N/O
-1	1.3	-2	-5	49	-6	16	10	-49	-1	CC(=O)c1sc(NC(=O)c2ccc(C(C)(C)C)cc2)nc1C
-2	-0.6	-2	16	21	-4	-9	-3	-21	-3	COc1ccc(NC(=O)C2CCCN(c3nc(C)cc(C)n3)C2)cc1 (configuration not stated)
1	-1.2	-6	-6	32	1	-21	-8	-32	1	O=S(=O)(NC1CCCCC1Nc1ccc(Cl)cc1)c1ccccc1 (configuration not stated)
-4	-0.2	-1	-11	4	-5	-17	5	-4	-5	O=C(NCc1nnc(SCC(=O)N2CCCCC2)o1)c1c(F)cccc1Cl
-7	-0.3	0	6	-1	-3	-14	-5	1	30	Cc1cccc(NS(=O)(=O)c2ccc(C3CCCCC3)cc2)n1
-6	-0.7	1	-5	8	-6	-14	1	-8	·	COc1ccccc1NC(=O)CSc1nc2ccccc2c(=O)n1CCNC(C)=O
-4	-1.1	0	11	-23	-7	-12	10	23	-1	O=C(NCc1ccccc1)C1CCCN1S(=O)(=O)c1ccc(Cl)cc1 (configuration not stated)
1	2.2	-1	-7	-13	-3	0	-4	13	1	Cc1ccc(C(=O)CN2C(=O)C(=O)N(Cc3ccccc3)C2=O)cc1

Source: PubChem
